# Screens: PubChem BioAssay, several laboratories
# CatB mixtures: human cathepsin B inhibition by mixtures; Purified cathepsin B, AMC dipeptide fluorescence, compound mixtures; AID 488; 62,000 tested, 0.06% active; inhibition, %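 (ten-compound pools at 5 µM per compound and 50 µM total)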; in the data active = inhibition above about 22%, passing the limit was not always enough; inconclusive = no clear call, values can overlap the other calls;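 also: 0% = enzyme without compound and 100% = no enzyme blank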
# CatB inh: blocks human cathepsin B protease activity; P07858; AID 453; purified cathepsin B, fluorogenic substrate, fluorescence; 63,000 tested, 0.1% active; inhibition, %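 (tested at 10 µM)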; in the data active = inhibition above about 21%;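 also: 0% = enzyme with no compound and 100% = no enzyme blank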
# Cathepsin G inh: cathepsin G (human) inhibition; P08311; purified enzyme, AMC-tetrapeptide fluorescence, pooled mixtures; inhibition, % at 5 µM (by protocol); 62,000 tested, 0.2% active;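 active = inhibition above 20% in each of the two mixture wells holding the compound; inactive = inhibition of 20% or less in either well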;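 also: 0% = enzyme control without mixture and 100% = blank lacking enzyme; strong numbers were not always called active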
# CatS inh: blocks human cathepsin S protease activity; inhibition, %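 (tested at 5 µM per compound within 10-compound mixtures)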; P25774; 62,000 tested, 0.06% active; recombinant cathepsin S, AMC dipeptide fluorescence, pooled mixtures; in the data active = inhibition above about 32%, passing the limit was not always enough; inconclusive = no clear call, values can overlap the other calls;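 also: 0% = enzyme without compound and 100% = blank without enzyme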
# CatL inh: inhibitors of human cathepsin L | P07711 | purified cathepsin L, fluorogenic substrate, fluorescence | inhibition, %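 (tested at 10 µM)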 | 58,000 tested, 0.17% active | AID 460; in the data active = inhibition above about 45%;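 also: 0% = enzyme with no compound and 100% = no enzyme blank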
# Target sequence (P07711 114-288 limits assumed): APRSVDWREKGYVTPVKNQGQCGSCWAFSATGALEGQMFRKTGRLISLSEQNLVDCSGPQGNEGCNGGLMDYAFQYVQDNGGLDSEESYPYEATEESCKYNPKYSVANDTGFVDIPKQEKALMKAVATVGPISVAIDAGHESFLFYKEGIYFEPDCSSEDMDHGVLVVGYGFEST
# Target sequence (P07711 292-333 limits assumed): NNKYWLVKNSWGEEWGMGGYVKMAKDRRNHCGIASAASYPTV
# C1s block: blocks human complement C1s protease activity; 62,000 tested, 0.16% active; purified C1s, fluorogenic AMC substrate, pooled mixtures; AID 538; mean inhibition % of two 10-compound mixtures (active compounds read high), % at 5 µM (by protocol);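 active = inhibition above 20% in each of the two 10-compound mixture wells holding the compound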;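 also: 0% = enzyme wells lacking compound mixture and 100% = no-enzyme blank wells; some compounds called inactive have numbers as strong as hits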
# Abs 340nm: compound absorbs light at 340 nm | compound absorbance at 340 nm, fold over control | fold change at 10 µM | 65,000 tested, under 10 active;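 active = at 10 µM dose, initial 340 nm absorbance at least 2 fold that of control wells; inactive = change under 2 fold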;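 also: initial absorbance extrapolated from kinetic A340 decline of NADH oxidation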
# FXIa mix inh: inhibitors of human coagulation factor XIa, pooled mixtures; P03951; purified FXIa, fluorogenic substrate; inhibition, % at 5 µM; 62,000 tested, 0.19% active;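 also: each value is inhibition by a whole ten-compound pool holding the compound; 0% = enzyme with no mixture and 100% = wells lacking enzyme; strong numbers were not always called active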
# Target sequence (P03951 19-387 limits assumed): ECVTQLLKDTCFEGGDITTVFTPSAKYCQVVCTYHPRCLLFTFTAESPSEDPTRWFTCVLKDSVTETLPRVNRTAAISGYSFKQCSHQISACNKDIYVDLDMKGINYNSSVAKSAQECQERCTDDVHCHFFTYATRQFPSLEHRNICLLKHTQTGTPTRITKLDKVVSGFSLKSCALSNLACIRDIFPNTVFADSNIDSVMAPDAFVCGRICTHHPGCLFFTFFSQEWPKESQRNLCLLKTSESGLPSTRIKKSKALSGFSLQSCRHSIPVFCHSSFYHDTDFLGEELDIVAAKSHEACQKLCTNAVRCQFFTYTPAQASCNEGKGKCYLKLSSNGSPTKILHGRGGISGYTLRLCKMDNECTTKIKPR
# Target sequence (P03951 388-625 limits assumed): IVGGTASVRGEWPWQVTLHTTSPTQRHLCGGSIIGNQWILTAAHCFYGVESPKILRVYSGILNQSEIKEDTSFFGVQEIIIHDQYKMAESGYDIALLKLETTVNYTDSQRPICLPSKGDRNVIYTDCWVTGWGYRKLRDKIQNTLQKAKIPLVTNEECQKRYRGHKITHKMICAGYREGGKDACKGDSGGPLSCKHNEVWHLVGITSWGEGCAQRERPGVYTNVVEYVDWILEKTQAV
# FXIIa mix inh: inhibitors of human coagulation factor XIIa, pooled mixtures | AID 684 | 62,000 tested, 0.2% active | purified FXIIa, fluorogenic substrate | inhibition, % at 5 µM;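 also: 0% = enzyme without compound and 100% = no enzyme blank; some results filed as inactive read as strong as hits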
# * marks the source's active call; other numbers are inactive results; u = inconclusive; x = no result given. Rule as the data show it, unless noted: active = inhibition above about 20% (passing the limit was not always enough); inactive = the rest. An excerpt. The share of hits here may be higher or lower than overall.
SMILES,CatB mixtures,CatB inh,Cathepsin G inh,CatS inh,CatL inh,C1s block,Abs 340nm,FXIa mix inh,FXIIa mix inh
Cc1nc(N)sc1-c1csc(Nc2ccccc2)n1,-5,-3,-4,-6,8,-8,1,5,3
Nc1[nH]c(=S)[nH]c(=O)c1-c1ccccc1,3,9,8,0,3,12,1.1,6,4
COc1cccc(OC)c1C(=O)Nc1ccc(NC(=O)c2ccco2)cc1,0,-3,0,0,15,-29,1,-1,1
CCOC(=O)C1CCCN(C(=O)c2cc3c(C)nc4ccccc4c3o2)C1 (stereo not given),-3,-1,3,-3,0,-1,0.99,4,-4
COc1ccc(CNC(=O)C(C)OC(=O)c2cccn2C)cc1 (stereo not given),4,5,9,3,13,3,1,4,1
Cc1nn(C)c(C)c1N=Cc1c(O)ccc2ccccc12,-3,1,7,-3,x,5,1,2,-2
O=C(Nc1ccc(S(=O)(=O)Nc2ccc(Cl)cc2)cc1)C1CCCO1 (stereo not given),7,2,11,u,6,15,0.98,9,1
CCOC(=O)N1CCN(C(=O)CCc2nc3sc4c(c3c(=O)[nH]2)CCCC4)CC1,3,1,9,8,3,11,1,7,7
O=C(c1ccc(F)cc1)N1C2CCC1CC(O)(c1ccccc1F)C2 (stereo not given),8,-2,16,17,-2,20,1,23,7
CCC(=O)N1CCN(c2ccc(NC(=O)c3cc4ccccc4o3)cc2Cl)CC1,3,3,16,-3,-7,15,1.1,5,3
N#Cc1cccc(NC(=O)N2CCC(c3nc4c(nnn4Cc4cccc(Cl)c4)c(=O)[nH]3)CC2)c1,1,2,-2,-3,13,3,1,-2,10
Cc1nc2c(cnn2-c2ccc(Cl)cc2)c(=O)n1-c1ccc2c(c1)OCCO2,5,2,-3,7,x,-45,0.96,9,-6
Cc1cc(C(=O)CSc2nnc(C3COc4ccccc4O3)n2C)c(C)n1-c1ccc(F)cc1 (stereo not given),1,1,8,-5,-21,16,1,6,4
Cc1ccc(C(=O)N2CCOCC2)cc1S(=O)(=O)Nc1cccc(C)c1C,-3,-3,1,9,10,-9,1,16,3
c1ccc(CNc2ccc3c(c2)ncn3C2CCCCC2)nc1,9,3,-5,-1,-14,-5,1,4,11
COc1ccccc1NC(=O)CN1CCN(CC(=O)Nc2ccc(OCc3ccccc3)cc2)CC1,2,5,12,5,24,9,1,4,13
CC(=NCCc1ccccc1)C1=C(O)COC1=O,-2,1,-12,-1,7,-12,1.1,0,13
CCN1CCN(C(c2cccs2)C(C)NS(=O)(=O)c2ccc(Br)cc2)CC1 (stereo not given),0,4,6,5,21,-23,1.1,8,-16
Nn1c(SCC(=O)Nc2ccc(F)c(F)c2)nnc1C1CCCCC1,0,-5,0,-5,-17,0,1,4,4
CC1CCN(C(=O)CSc2nnc(Cc3cccn3C)n2-c2ccc(F)cc2)CC1,7,1,2,21,x,2,1,6,0
CCCCOC(=O)CSC1=C(C#N)C(c2ccccc2OCC)C(C#N)C(=O)N1 (stereo not given),1,6,21,8,3,-2,1,-8,5
CC(=O)Nc1cccc(NC(=O)c2c(-c3c(Cl)cccc3Cl)noc2C)c1,2,3,0,4,18,3,1,1,10
O=C(Nc1cccc(C(=O)N2CCOCC2)c1)c1cncc(Br)c1,1,2,31,3,9,42,1,37,12
CCOc1ccc(-c2noc(-c3cccnc3)n2)cc1OC,-1,1,-1,5,2,4,1,7,7
O=C(NC1CCN(C(=O)NC2CCCCC2)CC1)c1ccco1,-3,1,9,0,7,1,1,0,0
O=C(NCc1ccccc1)c1ccc(OC2CSC2)cc1,1,6,-17,3,0,-53,1,-20,0
Cc1ccc(C)c(N(CC(=O)NCc2ccco2)C(=O)CCC(=O)Nc2ccccn2)c1,3,-6,2,2,-1,-3,1,4,-52
O=C(CN1CCN(c2ccccc2)CC1)N1CCN(c2ccccc2)CC1,1,5,2,-5,6,-19,1,5,6
N#Cc1nc(COc2ccc(Br)cc2)oc1N1CCCC1,-3,2,13,3,12,-41,0.98,8,3
COC(=O)C1=C(C)N(c2ccc(F)cc2)C(=O)C1,2,3,6,2,-5,-2,1,-1,4
Cc1cc(C)cc(NC(=O)CSc2nnc(-c3ccccc3Br)o2)c1,3,6,3,0,21,4,1,6,1
CCCNC(=O)Cn1cnc2sc(C(=O)N3CCN(CCC)CC3)c(C)c2c1=O,0,0,10,2,2,1,1.1,-3,10
CCc1c(C)nc2ncnn2c1NCCc1ccc(OC)c(OC)c1,5,-6,4,5,6,0,0.98,6,3
Cc1nc(NCc2ccco2)c2c3c(sc2n1)CCC3,-1,2,-11,0,0,-15,1,2,11
Cc1cc(C)n(-c2cc(=O)n(C)c(=O)n2C)n1,1,-2,2,6,x,-15,1.1,12,5
CN(C(=O)c1c(Cl)nc2sccn12)C1CCCCC1,1,1,14,8,-2,6,1,6,3
O=C(CCN1C(=O)C2C3C=CC(C3)C2C1=O)N1CCN(c2ccc(F)cc2)CC1 (stereo not given),3,2,5,-18,-7,2,1,4,0
Cc1cc(NC(=O)CCCC(=O)N(CC(=O)NC2CCCCC2)c2ccccc2)no1,4,-1,-1,-4,-21,3,0.99,12,-10
CCCCC(CC)Cn1c(N)c(C#N)c2nc3ccccc3nc21 (stereo not given),1,1,4,-5,-14,-25,1,-6,1
Cc1ccc(C)c(OCC(=O)Nc2cc(C)on2)c1,0,3,7,1,6,10,1,3,6

# 4 of these compounds in another layout.
SMILES	CatB mixtures	CatB inh	Cathepsin G inh	CatS inh	CatL inh	C1s block	Abs 340nm	FXIa mix inh	FXIIa mix inh
CC(=O)Nc1cccc(NC(=O)c2c(-c3c(Cl)cccc3Cl)noc2C)c1	2	3	0	4	18	3	1	1	10
CCCCOC(=O)CSC1=C(C#N)C(c2ccccc2OCC)C(C#N)C(=O)N1 (stereo not given)	1	6	21	8	3	-2	1	-8	5
CN(C(=O)c1c(Cl)nc2sccn12)C1CCCCC1	1	1	14	8	-2	6	1	6	3
O=C(Nc1cccc(C(=O)N2CCOCC2)c1)c1cncc(Br)c1	1	2	31	3	9	42	1	37	12

# Other records.
SMILES,CatB mixtures,CatB inh,Cathepsin G inh,CatS inh,CatL inh,C1s block,Abs 340nm,FXIa mix inh,FXIIa mix inh
O=C(CC1(O)C(=O)N(CCc2ccccc2)c2ccccc21)c1ccco1 (stereo not given),-1,-1,-2,11,x,-2,1,12,1
COc1cccc(NS(=O)(=O)c2nc3nc(C)cc(C)n3n2)c1,5,4,9,7,x,-5,1.1,8,-13
Cc1ccc(S(=O)(=O)N2CCN(C(=O)c3ccccc3)C2C(C)C)cc1 (stereo not given),9,2,11,-2,-2,6,1,7,14
O=C1OCC(Cn2c3ccccc3c3ccccc32)O1 (stereo not given),3,x,0,-6,x,-29,1,8,-13
Cc1csc(SCC(=O)NCc2cccs2)n1,-4,-2,9,10,2,-6,1,4,10
Cc1cc(Oc2ccc(-c3ccccc3)cc2)n2ncnc2n1,7,-1,1,17,6,-2,1,3,-5
O=C(NCCO)c1c(O)c2cccc3c2n(c1=O)CC3,1,5,10,3,17,-7,1,1,0
CCNc1nc(NC(C)C)nc(OCCNS(=O)(=O)c2cc(C)ccc2C)n1,5,2,14,3,6,4,0.98,5,2
O=C(CN1CCN(Cc2ccccc2)CC1)NC(=O)NC1CCCCC1,1,-7,-8,-14,-6,-106,1,6,4
Cc1cc2nc(-c3ccco3)cc(C(F)(F)F)n2n1,-1,4,2,4,10,-15,1,5,-23
O=C(O)CCc1ccc(-c2ccc(Cl)cc2)n1Cc1ccco1,5,-1,1,1,1,-27,1.1,5,2
CCCCCCNC(=O)Cc1c(O)c2ccccc2[nH]c1=O,-8,1,11,-4,2,-4,0.98,7,2
CCOc1cccc2c1OC1(C)CC2NC(=O)N1c1cccc(Cl)c1 (stereo not given),1,-2,2,0,1,2,1,2,-18
Cc1cc(C)c2c(CC(=O)NCc3ccco3)coc2c1,5,3,10,8,1,21*,1,7,2
COc1ccc(N2C(=O)CC(Cc3ccccc3)C2=O)cc1 (stereo not given),-10,-1,-19,-4,11,-100,0.97,-31,10
CC(C)(C)NC(=O)CSc1nnc(-c2ccccn2)n1-c1ccccc1,5,4,-3,13,32,-12,0.98,5,11
COc1ccc(C2C(=O)N(CCc3ccccc3)CC(=O)N2C2CCCC2)cc1 (stereo not given),1,5,2,0,11,-16,1,-6,7
COc1ccc(-c2nnc(SCC(=O)N(Cc3ccccc3)C(C)(C)C)o2)cc1OC,2,1,0,-23,5,-71,1,-12,6
COc1cccc2cc(C(C)N(CCCN3CCOCC3)C(=O)Nc3ccc(Cl)cc3)oc12 (stereo not given),-1,0,2,-4,-2,2,1,8,4
CSCCC(NC(=O)c1cncc(Br)c1)C(=O)O (stereo not given),3,2,-9,11,x,-34,1,4,14
O=C(C1CCC(=O)N1C1CCCCC1)N1CCN(c2ccc(F)cc2)CC1 (stereo not given),3,0,11,-5,10,6,1,2,1
CCCOc1ccc(C(=O)NCc2ccco2)cc1,-10,5,-4,-4,11,-56,1,-10,7
O=C1c2ccccc2C(=O)N1CSc1nnnn1-c1ccccc1,-8,3,-11,-11,x,-69,1,-12,-23
COc1cccc(N2C(=O)C3C(C2=O)C2C=CC3C23CC3)c1 (stereo not given),3,-1,11,-2,5,13,1,10,12
c1csc(CNc2nc3ccccc3n2CCN2CCOCC2)c1,31,2,-7,0,2,-16,1.1,7,6
COc1ccc(Cl)cc1NC(=O)CSc1nnc(COc2ccccc2)n1C,-1,-3,6,17,-3,-1,1,13,-3
Cc1cccc2sc(NC(=O)CNS(=O)(=O)c3ccc(Br)s3)nc12,-2,2,-17,-6,-2,-51,0.98,-2,9
Cc1cccc(NC(=O)Cn2c(=O)n(Cc3ccco3)c(=N)c3c4c(sc32)COC(C)(C)C4)c1,2,2,10,4,9,12,1,5,4

# Among those listed so far, two have a tert-butyl group.
SMILES,CatB mixtures,CatB inh,Cathepsin G inh,CatS inh,CatL inh,C1s block,Abs 340nm,FXIa mix inh,FXIIa mix inh
CC(C)(C)NC(=O)CSc1nnc(-c2ccccn2)n1-c1ccccc1,5,4,-3,13,32,-12,0.98,5,11
COc1ccc(-c2nnc(SCC(=O)N(Cc3ccccc3)C(C)(C)C)o2)cc1OC,2,1,0,-23,5,-71,1,-12,6

# Quoted at random: 7 compounds from above, in no set order.
SMILES,CatB mixtures,CatB inh,Cathepsin G inh,CatS inh,CatL inh,C1s block,Abs 340nm,FXIa mix inh,FXIIa mix inh
CCCOc1ccc(C(=O)NCc2ccco2)cc1,-10,5,-4,-4,11,-56,1,-10,7
Cc1cccc2sc(NC(=O)CNS(=O)(=O)c3ccc(Br)s3)nc12,-2,2,-17,-6,-2,-51,0.98,-2,9
O=C1c2ccccc2C(=O)N1CSc1nnnn1-c1ccccc1,-8,3,-11,-11,x,-69,1,-12,-23
O=C(C1CCC(=O)N1C1CCCCC1)N1CCN(c2ccc(F)cc2)CC1 (stereo not given),3,0,11,-5,10,6,1,2,1
COc1cccc(N2C(=O)C3C(C2=O)C2C=CC3C23CC3)c1 (stereo not given),3,-1,11,-2,5,13,1,10,12
COc1ccc(Cl)cc1NC(=O)CSc1nnc(COc2ccccc2)n1C,-1,-3,6,17,-3,-1,1,13,-3
Cc1cccc(NC(=O)Cn2c(=O)n(Cc3ccco3)c(=N)c3c4c(sc32)COC(C)(C)C4)c1,2,2,10,4,9,12,1,5,4
